Shiga inhibitor = Shiga toxin inhibition | Vero cells, Shiga toxin protein synthesis inhibition reporter | inhibition, % at 38.7 µM | 9.2% of 290,000 active | AID 2315; in the data active = inhibition mostly above about 28%, no sharp cut-off; inactive = mostly below about 43%; also: 0% is about no effect
Tb PYK inh = T. brucei pyruvate kinase inhibition | 0.12% of 410,000 active | Q57TT1 | Potency, µM (series often up to 76.8 µM), for inactives: at the highest dose activity, negative = inhibition, usual class: inhibitors | TbPYK enzyme, Kinase-Glo Plus ATP luminescence, 45 min; also: potency is read from the fitted curve at half-maximal effect; % is scaled to controls: 0 for no effect and ±100 for the full control effect; nearly all actives have a fitted effect of over 50% in size
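Enzyme and substrate buffer are dispensed first and compound is pin-transferred. ADP at 130 uM final then starts the reaction, which runs 45 min at room temperature. Detection reagent is added for 10 min before luminescence is imaged.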
HCV inh = inhibitors of hepatitis C virus infection; Huh7.5.1 HCVcc-Cre infection, luciferase reporter, 44 h; Potency, µM (highest dose often 41.8 µM), without a hit: at the top dose activity change, negative = inhibition, usual class: inhibitors; 3.4% of 340,000 active; AID 651820; also: potency is read from the fitted curve at half-maximal effect; % is scaled to controls: 0 for no effect and ±100 for the full control effect
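Antiviral activity was scored by luciferase reporter output from cells infected with HCVcc-Cre (~0.5 moi) in presence of compound, 44 h infection period, cells seeded 1,000/well 4 h prior.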
Cycloheximide cs = affects cycloheximide protein synthesis inhibition readout, counter-screen. cell reporter, cycloheximide protein synthesis inhibition counterscreen. max response, %. 12% of 300,000 active; in the data active = max response mostly above about 13%, no sharp cut-off; inactive = mostly below about 14%; also: read at 38.3 µM for the half of the compounds with a filed dose; 0% is about no effect
Pf growth 96h = P. falciparum growth inhibition at 96 hours | P. falciparum luciferase reporter growth, 96 h | Potency, µM (titrated, usually from 28.7 µM), for the others: top-dose activity change, negative = inhibition, hits mostly inhibitors | 6.9% of 320,000 active | AID 504834; also: potency is read from the fitted curve at half-maximal effect; % is scaled to controls: 0 for no effect and ±100 for the full control effect
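Luminescence readout: decreased luciferase signal marks inhibited growth of reporter-expressing P. falciparum in infected red cells (2% hematocrit, 0.05% parasitemia final), exposed to compound two generations (96 h, 37 C, 5% CO2).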
Pf growth 48h = inhibits P. falciparum growth in the first generation, 48 h | AID 504832 | P. falciparum luciferase growth in erythrocytes, 48 h | 5.9% of 310,000 active | Potency, µM (doses to about 28.7 µM), without a hit: at the top dose activity change, negative = inhibition, hits mostly inhibitors; also: potency is read from the fitted curve at half-maximal effect; % is scaled to controls: 0 for no effect and ±100 for the full control effect
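Compounds are pin-transferred into medium, infected erythrocytes (2% hematocrit, 0.1% parasitemia final) are added, and plates sit one parasite generation at 37 C in 5% CO2. Detection reagent is then added and luminescence measured.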
LmPK inhibitor = blocks Leishmania mexicana pyruvate kinase activity. purified LmPK, Kinase-Glo ATP luminescence, 1 h. Potency, µM (top dose mostly 57.5 µM), without a hit: at the highest dose activity change, negative = inhibition, hits mostly inhibitors. 0.37% of 290,000 active. AID 1721; also: potency is read from the fitted curve at half-maximal effect; % is scaled to controls: 0 for no effect and ±100 for the full control effect
Target sequence (Q27686 whole entry, looked up): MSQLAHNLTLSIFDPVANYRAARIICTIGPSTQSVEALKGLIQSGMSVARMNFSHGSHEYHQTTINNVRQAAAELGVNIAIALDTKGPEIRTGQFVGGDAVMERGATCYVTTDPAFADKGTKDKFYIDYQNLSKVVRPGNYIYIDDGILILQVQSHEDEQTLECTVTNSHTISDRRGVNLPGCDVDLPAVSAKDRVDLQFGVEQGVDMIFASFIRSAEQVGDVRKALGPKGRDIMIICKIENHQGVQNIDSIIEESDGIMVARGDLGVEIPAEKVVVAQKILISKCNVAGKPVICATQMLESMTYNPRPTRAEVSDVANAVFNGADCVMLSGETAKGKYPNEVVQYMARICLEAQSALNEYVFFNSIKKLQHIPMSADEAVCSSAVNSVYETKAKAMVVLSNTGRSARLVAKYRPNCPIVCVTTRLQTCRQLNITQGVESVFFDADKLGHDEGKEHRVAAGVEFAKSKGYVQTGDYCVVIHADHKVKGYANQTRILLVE
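Purified LmPK (0.1 nM) converted ADP (0.1 mM) to ATP with PEP (0.5 mM) in imidazole buffer pH 7.2 with KCl and MgCl2, 1 h at room temperature. ATP was read by Kinase-Glo luminescence; data normalized to uninhibited and no-enzyme controls.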
* = called active by the depositor; ? = inconclusive; . = not tested or not shown; & = joins results of further samples; [ ] = dose if it differs, or a comment. Unless noted, calls follow the shape of the dose curve; as a rule, active = well fitted curve in the direction sought with a large enough effect; inconclusive = small, poorly fitted or top-dose-only effect, or another doubt; inactive = no such curve, though single readings can be large; an effect the other way counts as inactive or inconclusive.

Structure,Shiga inhibitor,Tb PYK inh,HCV inh,Cycloheximide cs,Pf growth 96h,Pf growth 48h,LmPK inhibitor
CCOC(=O)N1CCN(C(=S)NC(=O)/C=C/c2ccc(C)cc2)CC1,-16,-11%,3%,10,11%,4%,-15%
O=C(COC(=O)c1cc(Cl)ccc1[N+](=O)[O-])NCc1ccc(Cl)cc1Cl,11,1%,8%,-2,14%,5%,1%
Cc1cc(N/N=C/c2ccccc2O)c2ccccc2n1,45,4%,?,26*,?,0.52µM*,1%
O=S(=O)(NCC1CCCO1)c1ccc(S(=O)(=O)N(Cc2ccccn2)C2CC2)cc1 (configuration not stated),-8,0%,12%,-1,35%,-9%,-2%
O=C(CN1CCCCC1)N/N=C/c1cccc(Cl)c1,20,0%,2%,7,0%,-12%,4%
CS(=O)c1ccccc1-c1nc(-c2cc(C(F)(F)F)cc(C(F)(F)F)c2)no1 (configuration not stated),2,-18%,?,10,-19%,?,5%
CS(=O)(=O)N1CCN(C(=O)c2ccc(Br)s2)CC1,-9,9%,7%,-4,.,8%,-3%
COc1ccc(N2CCN(C(=O)C3CC(=O)N(c4ccc(C)cc4)C3)CC2)cc1 (configuration not stated),-23,-3%,-19%,0,-22%,7%,-3%
Cc1ccccc1NC(=O)c1c([N+](=O)[O-])cnn1C,12,2%,6%,-1,71%[activator],10%,-5%
CN(C)c1ccc(/C=C2\N=C(c3ccc(Cl)c([N+](=O)[O-])c3)NC2=O)cc1,-12,-14%,3%,-2,27%,38%[activator],-26%

Reprinted from the entries so far for reference:
Structure,Shiga inhibitor,Tb PYK inh,HCV inh,Cycloheximide cs,Pf growth 96h,Pf growth 48h,LmPK inhibitor
O=C(COC(=O)c1cc(Cl)ccc1[N+](=O)[O-])NCc1ccc(Cl)cc1Cl,11,1%,8%,-2,14%,5%,1%
Cc1cc(N/N=C/c2ccccc2O)c2ccccc2n1,45,4%,?,26*,?,0.52µM*,1%

(list continues)
Structure,Shiga inhibitor,Tb PYK inh,HCV inh,Cycloheximide cs,Pf growth 96h,Pf growth 48h,LmPK inhibitor
Cc1ccccc1CC1(CO)CCCN(C(=O)c2ccccc2N(C)C)C1 (configuration not stated),-11,-10%,-9%,-4,0.93µM*,?,3%
O=C(NCc1ccc2c(c1)OCO2)c1ccc2c(c1)N(Cc1c(F)cccc1Cl)C(=O)c1ccccc1S2,3,5%,.,1,.,.,.
CN(C)c1ccc(C(=O)OCC(=O)NCCCc2ccccc2)cc1,-9,5%,-26%,-8,2%,-7%,-5%
Cc1cccc(CSc2nnc([C@@H]3CCCN3)o2)c1,-2,6%,8%,11,0%,-6%,5%
O=C1Nc2ccccc2C1Cc1ccc(OC(F)(F)F)cc1 (configuration not stated),4,-7%,-19%,3,-8%,.,3%
COc1ccc2oc(C(=O)Nc3nnc(C)s3)c(C)c2c1,.,0%,-7%,.,248%[activator],198%[activator],.
O=C1N=C(N2CCOCC2)S/C1=C\c1cccs1,39*,-3%,?,22*,1%,?,-26%
COc1cc(OC)cc(C(=O)Nc2sc3c(c2C(N)=O)CCC3)c1,18,-20%,2µM*,10,46%[activator],48%[activator],-4%
COc1cc(C(=O)NC(=S)Nc2ccc3c(c2)OCO3)cc(OC)c1OC,16,-6%,-4%,9,5%,-8%,2%
O=C(CNC1CCCCCC1)c1cccs1,-11,-17%,5%,2,-19%,1%,1%
CCN(C(=O)c1cccs1)c1nc(-c2ccc(OC)cc2)cs1,101*,-3%,?,43*,?,-20%,0%
COc1ccc(N(C(=O)Cc2cccs2)C2C=CS(=O)(=O)C2)cc1 (configuration not stated),-11,0%,8%,-3,7%,15%,5%
C/C(=N\Nc1ncnc2sc(C)c(C)c12)c1ccccn1,67*,-12%,?,49*,0.046µM*,0.17µM*,3%
O=C1c2ccccc2CCC12N=NCC2c1ccc(Br)cc1 (configuration not stated),-8,.,3%,11,2.3µM*,.,17%
COc1ccc(C)cc1N(CC(=O)N1CCCCCC1)S(C)(=O)=O,.,-2%,13%,-4,?,0%,1%
Cc1cc(C)n(CC(O)COCc2ccco2)n1 (configuration not stated),3,-1%,-3%,-2,-22%,-6%,-3%
O=C1CCN(S(=O)(=O)c2ccc(Br)cc2)CCN1,2,-4%,15%,-3,?,51%[activator],-5%
COc1ccccc1CNC(=O)C1CCCN(S(=O)(=O)c2cccs2)C1 (configuration not stated),-13,0%,21%,-6,-4%,-12%,-1%
Clc1cccc(OCCN2CCNCC2)c1,-4,29%,-27%,-4,51%[activator],?,-5%
CN(C(=O)c1cccc(S(=O)(=O)N2CCCCC2)c1)C1CCS(=O)(=O)C1 (configuration not stated),.,-4%,5%,.,21%,-13%,.
COc1cccc(-c2coc3c(C)c4oc(=O)c(CCC(=O)O)c(C)c4cc23)c1,-8,-9%,4%,-2,?,7%[0.00184 µM],4%
CCCCCOC(=O)NCC(O)c1ccccc1 (configuration not stated),86*,-3%,-2%,68*,411%[activator],167%[activator],0%
CCOC(=O)C(=Cc1cn(C)c2ccc(S(=O)(=O)N(C)C)cc12)C(=O)OCC,-2,-2%,-25%,-1,?,?,8%
CCOC(=O)c1ccc(NC2c3ccccc3C(=O)N2c2ccccn2)cc1 (configuration not stated),-4,0%,8%,2,10µM*,.,8%
O=S(=O)(Nc1cccc2cccnc12)c1ccccc1,11&8&6,-8%,?,19&-9&23,46%[activator],3.7µM*,-1%
COc1ccc(C(C)=O)cc1COC(=O)c1ccc(OCc2c(C)noc2C)cc1,22,-2%,?,-1,8.3µM*,?,-4%
CC1c2[nH]c3ccccc3c2C[C@H]2C(=O)N(CCO)CC(=O)N12 (some centres not stated),-14,1%,6%,0,-23%,.,1%
O=C(CSc1nc2ncc(Cl)cc2[nH]1)N(Cc1ccccc1)C1CCS(=O)(=O)C1 (configuration not stated),-10,-16%,5%,8,13%,2%,0%
O=C(COC(=O)c1ccc(S(=O)(=O)N2CCCCCC2)cc1)NCc1ccc(F)cc1,.,-12%,-5%,.,47%[activator],?,.
CC(C)(C)OC(=O)CNC(=O)c1nc[nH]c1C(=O)N1CCN(c2ccccc2)CC1,11,-1%,15%,-2,?,22%,0%
O=C(Cn1nc(C(F)F)cc1C1CC1)NCCC1=CCCCC1,-28,-3%,13%,-1,3.3µM*,-27%,1%
Cc1cccnc1CN1CCN(C(=O)c2cc(COc3ccc4ncccc4c3)on2)CC1,-6,-6%,4µM*,2,?,8%,-6%
O=C(COC(=O)c1n[nH]c2ccccc12)Nc1cccc(S(=O)(=O)N2CCOCC2)c1,28,1%,-18%,6,?,?,12%
CCc1cc(=O)oc2cc(C)cc(OC(C)C(=O)NCCCn3ccnc3)c12 (configuration not stated),8,3%,17%,-6,?,10µM*,1%
Cc1ccc(NC(=O)CSc2nnc(N)s2)cc1S(=O)(=O)N1CCOCC1,.,-14%,16%,.,?,?,.
[O-][n+]1c(/C=C/c2ccccc2)ccc2ccccc21,31*,-14%,10µM*,29*,6.6µM*,110%[activator],?
Cc1ccc(-c2nc(N(C)C3CCN(C)CC3)c3ccccc3n2)cc1,-2,-2%,?,2,6.6µM*,.,6%
CCNc1oc(/C=C/c2ccc(OCC)cc2)nc1C#N,38*,-6%,?,16*,?,?,-5%
O=Cc1cn(Cc2cccc(F)c2)c2ccccc12,-9,8%,5%,-1,19%,-2%,1%
COc1ccc2c(C)cc(SCC(=O)Nc3nsc(-c4ccc(C)cc4)n3)nc2c1,-16,-2%,1%,-3,88%[activator],41%[activator],0%
COc1ccc(Nc2cc3n(c(=O)n2)CCc2cc(OC)c(OC)cc2-3)c(C)c1,-7,4%,?,11,?,?,-4%
Cc1ccc(OCCC(=O)OC(C)C(=O)Nc2ccc(Cl)cn2)cc1 (configuration not stated),.,0%,-16%,.,-3%,0%,.
CCc1ccc(CN(C)CC(O)COc2cccc3ccccc23)cc1 (configuration not stated),-14,18%,?,-4,?,0%,-6%
COc1ccc(C)cc1NC(=O)C1CCN(S(C)(=O)=O)CC1,.,2%,9%,-3,436%[activator],10%,5%
COC(=O)c1cc(C(=O)Nc2cc(C)on2)cc([N+](=O)[O-])c1,.,0%,1%,-2,-2%,18%,-11%
NC(=O)c1ccc(SCC(=O)OCC(=O)N2CCN(C(=O)c3ccco3)CC2)c([N+](=O)[O-])c1,.,-5%,28%,.,2%,2%,.
Cc1c(C(=O)O)sc2nc(CSc3ncc(C(F)(F)F)cc3Cl)[nH]c(=O)c12,-3,-4%,20%,0,48%[activator],46%[activator],0%
O=C(NC1CCCCC1)c1cccnc1Sc1ccccc1Cl,3,2%,2%,-3,-21%,-5%,1%
O=C(Nc1cccnc1)Nc1ccccn1,2,-7%,12%,-2,11%,18%,-13%

Compounds listed so far that contain two or more sulfur atoms, in the order listed:
Structure,Shiga inhibitor,Tb PYK inh,HCV inh,Cycloheximide cs,Pf growth 96h,Pf growth 48h,LmPK inhibitor
O=S(=O)(NCC1CCCO1)c1ccc(S(=O)(=O)N(Cc2ccccn2)C2CC2)cc1 (configuration not stated),-8,0%,12%,-1,35%,-9%,-2%
CS(=O)(=O)N1CCN(C(=O)c2ccc(Br)s2)CC1,-9,9%,7%,-4,.,8%,-3%
O=C1N=C(N2CCOCC2)S/C1=C\c1cccs1,39*,-3%,?,22*,1%,?,-26%
CCN(C(=O)c1cccs1)c1nc(-c2ccc(OC)cc2)cs1,101*,-3%,?,43*,?,-20%,0%
COc1ccc(N(C(=O)Cc2cccs2)C2C=CS(=O)(=O)C2)cc1 (configuration not stated),-11,0%,8%,-3,7%,15%,5%
COc1ccccc1CNC(=O)C1CCCN(S(=O)(=O)c2cccs2)C1 (configuration not stated),-13,0%,21%,-6,-4%,-12%,-1%
CN(C(=O)c1cccc(S(=O)(=O)N2CCCCC2)c1)C1CCS(=O)(=O)C1 (configuration not stated),.,-4%,5%,.,21%,-13%,.
O=C(CSc1nc2ncc(Cl)cc2[nH]1)N(Cc1ccccc1)C1CCS(=O)(=O)C1 (configuration not stated),-10,-16%,5%,8,13%,2%,0%
Cc1ccc(NC(=O)CSc2nnc(N)s2)cc1S(=O)(=O)N1CCOCC1,.,-14%,16%,.,?,?,.
COc1ccc2c(C)cc(SCC(=O)Nc3nsc(-c4ccc(C)cc4)n3)nc2c1,-16,-2%,1%,-3,88%[activator],41%[activator],0%
Cc1c(C(=O)O)sc2nc(CSc3ncc(C(F)(F)F)cc3Cl)[nH]c(=O)c12,-3,-4%,20%,0,48%[activator],46%[activator],0%
